LGR2 antag = Drosophila LGR2 receptor signaling inhibition; HEK293 LGR2, CRE-luciferase, bursicon-stimulated, 4 h; inhibition, % at 9.99 µM; hit rate 0.35% among 380,000;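 active means drop in luminescence signal, shown as inhibition above about 50% in the replicate tests, limit read from the data, passing the limit was not always enough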;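 further: agonist challenge used bursicon conditioned medium at about half maximal strength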
PglD DTNB = blocks C. jejuni PglD acetyltransferase activity | hit rate 0.098% among 360,000 | inhibition, % at 12.5 µM | purified PglD enzyme, DTNB colorimetric CoA detection; in the data active means inhibition above about 16%, passing the limit was not always enough; further: strong numbers were not always called active
PGC1a acetyl inh = PGC1a acetylation modulation, inhibitor mode; inhibition, % at 15.6 µM; hit rate 0.17% among 350,000; AID 651687; U2OS PGC1a acetylation, AlphaScreen anti-acetyl-lysine; with virally co-expressed GCN5 acetyltransferase;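 active means every replicate shows inhibition of at least 40%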;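 further: 0% = neutral control wells and 100% = positive control wells; some results beyond the cut were filed as inactive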
* marks the source's active call; other numbers are inactive results. These rows are one share of the data; count on the stated rates, not on these rows.

nr	LGR2 antag	PglD DTNB	compound	PGC1a acetyl inh
1	-20	6	CCC(=O)Nc1nnc(SCc2ccc(F)cc2)s1	7
2	-27	2	CCCc1cc(=O)[nH]c(SCCOc2ccc(OCC)cc2)n1	5
3	37	-1	Cc1cc(N2CCC(C)CC2)nc(-n2nc(C)cc2C)n1	6
4	25	-4	CS(=O)(=O)c1ccc2nc(NC(=O)c3cccs3)sc2c1	2
5	4	-3	O=C(NCc1ccco1)c1ccc(COc2ccccc2Cl)cc1	6
6	24	0	Cc1c(Br)c([N+](=O)[O-])nn1C(C)C(=O)Nc1c(C)n(C)n(-c2ccccc2)c1=O (configuration not stated)	-1
7	2	-3	CCCCNC(=O)NNC(=O)c1ccc(F)cc1	-8
8	20	9	COC(=O)c1nnn(-c2nonc2N)c1CSCCO	-5
9	0	-3	CCOCC(=O)Nc1sc2c(c1C(=O)OCC)CCCC2	-7
10	14	0	COc1ccc(C2=CC(c3c(C)nn(-c4ccccc4)c3Cl)n3nnnc3N2)cc1OC (configuration not stated)	5
11	3	-6	Cc1nc2cc(C(=O)NCCN3CCOCC3)ccc2n1-c1ccc(F)cc1F	5
12	9	-6	c1ccc(CCn2nnnc2CN2CCN(C3CCCC3)CC2)cc1	-4
13	-12	9	CCOc1ccc(NC(=O)Cn2c(=O)oc3ccccc32)cc1	-9
14	-10	3	CCCCCCOC(=O)CCc1c(C)nc(N)[nH]c1=O	-6
15	13	-3	COCCn1c(SCC(=O)c2cccc(OC)c2)nnc1-c1ccco1	-11
16	5	2	CCCC(c1nnnn1C1CCCC1)N1CCN(c2ccccc2F)CC1 (configuration not stated)	-15
17	-7	6	CCOC(=O)Cc1cc(=O)[nH]c(Nc2nc3ccccc3o2)n1	-5
18	-57	-6	N/C(Cc1cccs1)=N\OC(=O)COc1ccccc1	-11
19	2	0	O=C(CCNC(=O)Cn1ccc2ccccc2c1=O)NCCN1CCN(c2cccc(Cl)c2)CC1	4
20	18	3	CC(C)Oc1ccc(C(=O)Nc2ccc(NC(=O)c3ccco3)c(Cl)c2)cc1	-2
21	2	8	CN1CCN(NS(=O)(=O)c2cccs2)CC1	-4
22	8	-4	COc1ccc(S(=O)(=O)N2CCCC(C(=O)NCc3ccncc3)C2)cc1Cl (configuration not stated)	9
23	10	3	O=C(O)C1C2C=CC(C2)C1C(=O)OC1CC2CCC1C2 (configuration not stated)	-13
24	-13	4	COc1ccc(NC(=O)CSc2nc3c(c(=O)[nH]2)CCC3)cc1OC	4
25	2	3	COCCNC(=O)Cn1cnc2c1c(=O)n(C)c(=O)n2C	2
26	-5	-2	CC(=O)Nc1nc2n(n1)C(c1ccc(F)cc1)C=C(c1ccccc1)N2 (configuration not stated)	18
27	11	2	CCOC(=O)N1CCN(C(=O)CSc2nnc(-c3ccccc3OC)o2)CC1	7
28	3	1	N#C/C(=C\C=C\c1ccccc1[N+](=O)[O-])c1nc(-c2ccc3c(c2)OCO3)cs1	2
29	1	4	CC(=O)NC(CCS(C)(=O)=O)C(=O)N1CCc2ccccc21 (configuration not stated)	-14
30	9	-4	COCCCNC(=O)CC(NS(=O)(=O)c1ccc(Cl)cc1)c1ccc(OC)cc1 (configuration not stated)	-4

One compound at a time, from the list above.
CS(=O)(=O)c1ccc2nc(NC(=O)c3cccs3)sc2c1 is listed as LGR2 antag: 25; PglD DTNB: -4; PGC1a acetyl inh: 2
O=C(O)C1C2C=CC(C2)C1C(=O)OC1CC2CCC1C2 (configuration not stated) is listed as LGR2 antag: 10; PglD DTNB: 3; PGC1a acetyl inh: -13

Back to the main list, starting five compounds before the break.
nr	LGR2 antag	PglD DTNB	compound	PGC1a acetyl inh
26	-5	-2	CC(=O)Nc1nc2n(n1)C(c1ccc(F)cc1)C=C(c1ccccc1)N2 (configuration not stated)	18
27	11	2	CCOC(=O)N1CCN(C(=O)CSc2nnc(-c3ccccc3OC)o2)CC1	7
28	3	1	N#C/C(=C\C=C\c1ccccc1[N+](=O)[O-])c1nc(-c2ccc3c(c2)OCO3)cs1	2
29	1	4	CC(=O)NC(CCS(C)(=O)=O)C(=O)N1CCc2ccccc21 (configuration not stated)	-14
30	9	-4	COCCCNC(=O)CC(NS(=O)(=O)c1ccc(Cl)cc1)c1ccc(OC)cc1 (configuration not stated)	-4
31	-32	9	O=C(CC(=O)c1ccccc1)Nc1ccc2c(c1)OCCO2	2
32	10	5	Cc1cccc(N2CCN(C(=O)Cc3c(C(=O)O)[nH]c4ccc(Cl)cc34)CC2)c1C	-5
33	0	1	Cc1ccc2c(c1)NC(C(C)(C)C)CO2 (configuration not stated)	2
34	-39	2	Cc1cccc(Nc2nc(-c3cccs3)cs2)n1	-6
35	6	2	CCOc1ccc(C(C)=O)cc1COc1ccc(-n2cnnn2)cc1	-21
36	-24	0	CC(=O)N(CCP(=O)(c1ccccc1)c1ccccc1)Cc1ccco1	1
37	4	5	CC(C)CN(C(=O)CSc1nnc2ccccn12)c1c(N)n(CC(C)C)c(=O)[nH]c1=O	4
38	-6	0	O=C1CC(NNc2ccccc2)C(=O)N1c1cccc(Cl)c1 (configuration not stated)	-14
39	-6	-2	CCC(CC)NC(=O)c1cc(OC)c(OC)cc1[N+](=O)[O-]	0
40	-13	8	CC(=O)c1cccc(NC(=O)C2C3C=CC(C4CC34)C2C(=O)O)c1 (configuration not stated)	-1
41	1	2	O=C(CCC1CCCC1)N1CCN(C2CCCC2)CC1	-5
42	1	0	COc1ccc(-c2nc(SC)n(C)c(=O)c2C#N)cc1OC	15
43	17	2	COC(=O)c1cc(C#N)c(Oc2cccc(C)c2C)nc1C	-12
44	3	6	O=C(O)C1CCCN1c1ncnc2ccccc12 (configuration not stated)	3
45	18	0	Cc1cccc(N(C(=O)C(F)(F)F)C(C(=O)NC2CCCCC2)c2cccs2)c1 (configuration not stated)	-4
46	-1	-6	CCN(CC)S(=O)(=O)c1ccc(N/N=C/c2cc(OC)c(OC)cc2OC)nc1	-5
47	10	-1	O=C(O)CCC(=O)N1CCc2cc(S(=O)(=O)NCc3cccs3)ccc21	8
48	4	0	O=C(CCN1CCN(c2ccc(Cl)cc2)CC1)Nc1ccccc1F	7
49	-40	6	CN(c1ccccc1)c1ccc(/C=N/N2CCOCC2)cc1	12
50	2	5	Cc1nc(N)c(C#N)c(-c2ccccc2Cl)c1C	-5
51	-7	-3	CC(=O)NC1(c2ccc(F)cc2)CCN(C(=O)Nc2ccc(F)cc2F)CC1	5
52	-2	-1	CC(O)c1nc2ccccc2n1CCOc1ccccc1 (configuration not stated)	3
53	-82	-3	Cn1c(CNc2ccccc2)nc2ccccc21	13
54	-75	-8	O=C(NC1CCCCCCC1)c1c(O)c2ccccc2[nH]c1=O	5
55	12	2	Cc1ncc(N=Nc2ccc(F)cc2)c(-c2ccc(Cl)cc2)n1	3
56	21	2	Cn1c(=O)c(C(=O)c2ccccc2)nc2ccccc21	-19
57	0	4	CCOC(=O)CSc1nc2c(c(=O)[nH]c(=O)n2C)n1CCc1ccccc1	3
58	-2	-1	CC1CCCCN1C(=O)CSc1nnc(-c2ccco2)n1CC1CCCO1 (configuration not stated)	7
59	-16	-1	COc1ccc(N/C=C/C(=O)c2ccc(C)cc2)c([N+](=O)[O-])c1	-18
60	-2	0	COc1ccc(CNC(=S)Nc2cccc(C)c2C)cc1	-22

Sorted by value in PGC1a acetyl inh (ascending): some entries from above.
# | SMILES | LGR2 antag | PglD DTNB | PGC1a acetyl inh
35 | CCOc1ccc(C(C)=O)cc1COc1ccc(-n2cnnn2)cc1 | 6 | 2 | -21
56 | Cn1c(=O)c(C(=O)c2ccccc2)nc2ccccc21 | 21 | 2 | -19
49 | CN(c1ccccc1)c1ccc(/C=N/N2CCOCC2)cc1 | -40 | 6 | 12

An excerpt from above in order of SMILES length, ascending:
nr	LGR2 antag	PglD DTNB	compound	PGC1a acetyl inh
21	2	8	CN1CCN(NS(=O)(=O)c2cccs2)CC1	-4
9	0	-3	CCOCC(=O)Nc1sc2c(c1C(=O)OCC)CCCC2	-7
54	-75	-8	O=C(NC1CCCCCCC1)c1c(O)c2ccccc2[nH]c1=O	5
28	3	1	N#C/C(=C\C=C\c1ccccc1[N+](=O)[O-])c1nc(-c2ccc3c(c2)OCO3)cs1	2

Following part:
nr	LGR2 antag	PglD DTNB	compound	PGC1a acetyl inh
61	10	4	COc1ccc(CC(=O)Nc2sc(Cc3ccccc3)c(C)c2C(N)=O)cc1	9
62	-21	-1	CN(CC(=O)O/N=C(\N)c1ccccn1)S(=O)(=O)c1ccc(Br)cc1	0
63	-11	-8	O=C(O)C1CCCCC1C(=O)NCCc1c[nH]c2ccccc12 (configuration not stated)	12
64	-8	4	CCOC(=O)N1CCC2(CC1)C(C#N)=C(N)Oc1n[nH]c(C)c12	-12
65	3	-2	COCCn1c(C23CC4CC(CC(C4)C2)C3)n[nH]c1=S	-17
66	22	-8	COc1ccccc1N1CCN(C(=O)c2nn(-c3ccccc3OC)c(=O)c3ccccc23)CC1	-3
67	7	-4	C=CCNc1nc2c3ccccc3n(C(C)=O)c2s1	-4
68	-13	1	Cc1cc(-n2nc(C)cc2C)n2nc(C)c(-c3ccccc3)c2n1	0
69	-1	-3	CNC(C)c1cc(OC)ccc1OC (configuration not stated)	1
70	0	-4	O=C(NNC(=S)NC(=O)c1sc2ccccc2c1Cl)c1ccc(Cl)cc1	-12
71	-22	1	O=C(CN1C(=O)C2C3C=CC(C3)C2C1=O)Nc1ccc2c(c1)OCCO2 (configuration not stated)	14
72	-28	-6	Nc1scc(-c2ccncc2)c1Cl	-17
73	-8	2	CS(=O)(=O)N(CCc1ccccc1)CC(=O)NCc1ccc2c(c1)OCO2	-6
74	-24	3	Cn1c(CN2CCCCC2)nc2cc(NS(=O)(=O)c3ccc(Cl)cc3)ccc21	-17
75	1	-2	O=C(O)C1C2C=CC(O2)C1C(=O)Nc1ccc(S(=O)(=O)Nc2ccccc2)cc1 (configuration not stated)	-25
76	0	-6	CC(C(=O)Nc1ccccc1-c1ccccc1)N1CCCCC1 (configuration not stated)	-15
77	-1	0	Cc1ccc(C)c(OCC(O)CN2CCC(C)CC2)c1C (configuration not stated)	-27
78	0	1	CC1C(=O)CCC1(C(=O)O)c1ccccc1 (configuration not stated)	0
79	12	0	Cc1ccc(-n2ccc(=O)c(C(=O)O)n2)cc1	5
80	17	-3	COC(=O)c1ccccc1NC(=O)c1nc2nc(C)cc(C)n2n1	-8
81	-2	-1	Cc1ccc(NC(=O)Cc2nnc(SCC(=O)Nc3ccccc3)n2C)cc1	3
82	-4	0	COc1ccc(NC(=S)N(Cc2ccc(N(C)C)cc2)Cc2ccco2)cc1	4
83	9	0	N#Cc1ccc(Nc2ccccc2)c(N)c1	-7
84	-13	-4	Brc1ccc(-c2cnc3n2CCCC3)cc1	3
85	11	7	Cc1ccc(NC(=O)N2CCCC2C(=O)Nc2ccc(-n3cnnn3)c(C)c2)cc1 (configuration not stated)	-5
86	-36	-1	Cn1c(Cl)c(/C=N/OC(=O)c2ccccc2Cl)c2ccccc21	-4
87	2	-10	CCc1cc2ccc(OC)cc2nc1SCC(=O)Nc1cc(C)on1	-1
88	-30	2	Clc1ccc(-c2nc(Cc3ccccc3Cl)no2)cc1	-9
89	0	5	COc1ccccc1C(=O)NCCc1nc2ccccc2[nH]1	1
90	-8	-1	Cc1cc(-c2ccccc2N)n[nH]1	12
91	-7	-3	COc1ccc(-c2noc(CCC(=O)N3CCN(Cc4ccccc4)CC3)n2)cc1	-1
92	9	-3	Cc1cc(C)n2nc(SCC(=O)N(C)C)nc2n1	8
93	-3	-1	NC1=C(c2ccc(F)cc2)C(=O)CS1	8
94	-30	4	CCc1ccccc1Nc1ccc(C(=O)O)cc1N	-8
95	5	11	Cc1cc(C)c(S(=O)(=O)Nc2cccc3nsnc23)c(C)c1	1
96	22	4	Cc1noc(NC(=O)c2ccc(F)cc2)c1C#N	-9
97	-8	8	CCOc1ccccc1NC(=O)CSc1nnc(-c2ccccc2Cl)n1Cc1ccco1	-6
98	5	-5	COCCCNC(=O)c1c(-c2ccccc2)noc1C	9
99	-23	2	Cc1ccc(CNc2oc(-c3ccco3)nc2C#N)cc1	-9
100	-9	-3	FCCCOc1ccc(-c2nccc(-c3ccc(Br)cc3)n2)cc1	0
101	6	2	O=S(=O)(c1ccc(OCC(O)CN2CCN(c3ccccc3Cl)CC2)cc1)N1CCOCC1 (configuration not stated)	-8

High-throughput results: PubChem BioAssay, Broad Institute
